Screens from PubChem BioAssay.
hIAP inh: human IAP inhibitors, primary screen, biochemical, luminescence, uHTS. 330,000 tested, 0.12% active. purified IAP, CDP-Star luminescence, 30 min. inhibition, % at 10 µM. Intestinal-type alkaline phosphatase (Homo sapiens), P09923;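 active means inhibition reaching a set limit with compound at 10 µM in the primary screen, cut at about 35% in these data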;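 further: plate controls were DMSO wells with enzyme for no effect and no-enzyme buffer wells for full effect; values of inactives mirror those of a sister screen read the other way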
hIAP activ: human IAP activators, primary screen, biochemical, luminescence, uHTS. Intestinal-type alkaline phosphatase (Homo sapiens), P09923. purified human IAP, CDP-Star luminescence, 30 min; active compounds read high; 1 = vehicle-only enzyme, 0 = enzyme-free background. activation factor at 10 µM. 330,000 tested, 0.16% active;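 active means activation factor of the enzyme at least 2-fold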; further: the source names both 10 and 20 µM as test concentration; values of inactives mirror those of a sister screen read the other way
APOBEC3A inh: APOBEC3A ssDNA deaminase inhibitors, primary screen, selectivity assay for APOBEC3G inhibitor project, biochemical, FAM/TAMRA oligo cleavage fluorescence; recombinant A3A, FAM/TAMRA ssDNA deamination fluorescence; inhibition, % at 20 µM; 330,000 tested, 0.41% active;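 active means at least 40% inhibition at 20 µM here, with at most 30% in a related deaminase screen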;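 further: plate controls were A3A with DMSO for no effect and wells lacking A3A enzyme for full effect; some results filed as inactive read as strong as hits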
Target sequence (P31941 whole entry, looked up): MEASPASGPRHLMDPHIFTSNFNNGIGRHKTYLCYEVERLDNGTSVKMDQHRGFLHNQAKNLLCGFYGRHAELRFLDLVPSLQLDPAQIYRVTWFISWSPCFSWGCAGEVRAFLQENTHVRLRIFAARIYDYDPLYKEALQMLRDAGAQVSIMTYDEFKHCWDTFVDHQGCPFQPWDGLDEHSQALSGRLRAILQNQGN
mIAP inh: inhibitors of mouse IAP, primary screen, biochemical, luminescence, uHTS; intestinal alkaline phosphatase [Mus musculus]; purified mouse IAP, CDP-Star luminescence, 30 min; inhibition, % at 10 µM; 330,000 tested, 0.2% active; AID 2806, 2010;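 active means inhibition of at least 40% at 10 µM in the primary screen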;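 further: plate controls were DMSO with enzyme for no effect and no enzyme wells for full effect; values of inactives mirror those of a sister screen read the other way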
ATG4B inh: ATG4B protease inhibitors, primary screen, biochemical, fluorescence, uHTS. 340,000 tested, 0.51% active. Cysteine protease ATG4B (Homo sapiens), Q9Y4P1. ATG4B cleavage of LC3-PLA2, NBD-HPC fluorescence, 1 h. AID 504462, 2011. inhibition, % at 8.33 µM; in the data active means inhibition above about 40%
Target sequence (Q9Y4P1 whole entry, looked up): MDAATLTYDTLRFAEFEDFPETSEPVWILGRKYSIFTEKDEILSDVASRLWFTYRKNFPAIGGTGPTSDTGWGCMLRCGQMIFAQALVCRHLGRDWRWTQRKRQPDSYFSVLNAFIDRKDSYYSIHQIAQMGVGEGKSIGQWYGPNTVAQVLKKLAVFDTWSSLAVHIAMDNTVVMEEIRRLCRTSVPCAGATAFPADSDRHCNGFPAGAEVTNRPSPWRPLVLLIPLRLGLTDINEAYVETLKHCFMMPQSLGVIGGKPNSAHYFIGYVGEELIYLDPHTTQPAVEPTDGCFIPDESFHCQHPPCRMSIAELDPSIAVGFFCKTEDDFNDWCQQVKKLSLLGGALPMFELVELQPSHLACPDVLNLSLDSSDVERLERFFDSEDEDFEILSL
MPTP inh: mitochondrial permeability transition pore inhibitors, primary screen, biochemical, isolated mouse mitochondria, absorbance; AID 602449, 2012; Ca2+ swelling absorbance, 30 min; 360,000 tested, 1.4% active; inhibition, % at 10 µM;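 active means inhibition of 50% or more, scaled per plate between neutral and stimulator controls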;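 further: 0% = DMSO wells given calcium and 100% = 1 mM EGTA wells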
A3G deaminase: APOBEC3G DNA deaminase inhibitors, primary screen, biochemical, fluorescence, single-stranded DNA substrate, uHTS | DNA dC->dU-editing enzyme APOBEC-3G (Homo sapiens), Q9HC16 | 330,000 tested, 0.28% active | recombinant A3G, ssDNA deamination FAM/TAMRA fluorescence | inhibition, % at 20 µM;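 active means inhibition of at least 40% at 20 µM, with no more than 30% in the related APOBEC3A deaminase screen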;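 further: plate controls were DMSO wells with A3G for no effect and wells lacking A3G enzyme for full effect; some compounds called inactive have numbers as strong as hits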
Target sequence (Q9HC16 whole entry, looked up): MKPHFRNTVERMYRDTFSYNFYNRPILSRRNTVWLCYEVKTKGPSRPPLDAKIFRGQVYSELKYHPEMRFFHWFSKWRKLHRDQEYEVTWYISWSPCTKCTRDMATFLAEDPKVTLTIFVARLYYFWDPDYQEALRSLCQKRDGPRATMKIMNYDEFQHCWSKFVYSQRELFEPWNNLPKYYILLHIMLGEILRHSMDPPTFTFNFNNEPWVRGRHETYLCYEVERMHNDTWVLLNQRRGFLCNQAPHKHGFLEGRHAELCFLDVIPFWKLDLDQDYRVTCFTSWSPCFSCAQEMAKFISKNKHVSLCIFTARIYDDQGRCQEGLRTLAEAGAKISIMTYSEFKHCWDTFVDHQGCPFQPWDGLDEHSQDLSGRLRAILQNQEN
mIAP activ: activators of mouse IAP, primary screen, biochemical, luminescence, uHTS; intestinal alkaline phosphatase [Mus musculus]; muIAP, CDP-Star luminescence, 30 min; active compounds read high; 1 = vehicle-only enzyme signal, 0 = enzyme-free wells; activation factor at 10 µM; 330,000 tested, 0.24% active; AID 2805, 2010;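 active means activation factor of at least 2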; further: the source names both 10 and 20 µM as test concentration; values of inactives mirror those of a sister screen read the other way
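System: Mouse IAP enzyme | Also added: CDP-Star substrate | Dosing: Compounds dispensed in DMSO | Schedule: 30 min enzyme-substrate-compound incubation at room temperature | Technique: Chemiluminescence readout | Control set: DMSO-only wells and no-enzyme negative control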
MIN6 prolif: inducers of MIN6 beta-cell proliferation, primary screen, ATP luminescence, uHTS; 330,000 tested, 0.29% active; proliferation, % at 10 µM; MIN6 cells proliferation, ATPlite luminescence, 48 h; cells starved in 0.2% serum; 100% = growth in 10% serum; AID 2380, 2010;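 active means compounds whose signal lies at least 3.5 SD above the mean of all wells on their plate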;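 further: 0% = DMSO-treated cells in low-serum medium and 100% = 10% serum control; some compounds called inactive have numbers as strong as hits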
* marks the source's active call; other numbers are inactive results; x = no result given.

Every second line gives: MIN6 prolif, hIAP activ, ATG4B inh, MPTP inh, mIAP inh, A3G deaminase, APOBEC3A inh, mIAP activ, hIAP inh
> COc1ccccc1NC(=O)c1nc(S(=O)(=O)Cc2ccccc2)ncc1Cl
→ -7.7, 0.919, -4.9, -1.7, 3.3, -7.5, -2.9, 0.967, 8.1
> Cn1c2ccc(F)cc2c2nnc(SCCN3CCCCC3)nc21
→ -1.4, 0.867, 0.3, 1.7, 5.9, -6.2, 1.9, 0.941, 13.3
> COC(=O)C1CCN(C(=O)c2ccccc2NC(C)=O)CC1
→ -2.5, 1.02, -9.8, 0.0, 7.6, 0.7, 0.0, 0.924, -1.8
> Cc1ccc(-c2nn(-c3ccccc3)cc2CC(=S)N2CCOCC2)cc1
→ -1.4, 1.11, -1.0, 1.4, -5.9, -5.0, -2.5, 1.06, -11.0
> O=C(NC(=S)Nc1ccccc1N1CCCC1)c1ccc([N+](=O)[O-])cc1
→ -3.6, 0.993, -5.7, 7.8, 11.3, -6.0, -3.2, 0.887, 0.7
> Cc1ccc(C(c2nnnn2CC2CCCO2)N2CCN(c3cccc(C)c3C)CC2)cc1 (stereo not given)
→ -3.7, 1.07, 9.0, 1.2, 1.3, -6.4, -3.9, 0.987, -7.3
> CN(C)CCC(O)(c1ccccc1)c1ccccc1
→ -1.9, 1, -16.2, 0.5, 6.6, -4.5, -0.1, 0.934, -0.2
> Cc1cccc(-n2c(N)cc(=O)[nH]c2=S)c1
→ -0.8, 1.06, -3.1, 0.5, 4.8, -2.5, -3.7, 0.952, -5.8
> Cc1cc(C(=O)Nc2ccc(Br)cc2F)n(-c2ccccc2)n1
→ -1.8, 0.867, -0.1, 0.4, 10.1, -2.3, -2.1, 0.899, 13.3
> OCCC1CN(Cc2ccccc2O)CCN1CCc1ccccc1 (stereo not given)
→ 7.9*, 1.24, 20.8, 0.2, -0.1, -12.4, -3.8, 1, -24.3
> c1cncc(CNc2ncnc3ccc(-c4cccnc4)cc23)c1
→ -0.1, 0.984, -11.7, -0.7, 1.2, -7.4, -0.7, 0.988, 1.6
> O=C(Nc1cccc(F)c1)N1CC=C(c2ccc(Cl)cc2)CC1
→ -3.9, 1.42, -5.7, 1.8, -5.8, 1.7, 5.4, 1.06, -41.6
> CC(=O)c1ccc(S(=O)(=O)NCCC(=O)OCC(=O)N2CCCC2=O)cc1
→ -5.6, 1.17, 3.1, 1.6, 7.1, 4.1, 4.1, 0.929, -17.3
> Cn1cnc2c1c(=O)n(Cc1cccc(Br)c1)c(=O)n2C
→ -1.9, 1.02, -1.1, -0.1, 2.0, 0.2, 0.6, 0.98, -1.6
> O=C(c1ccc2c(c1)N(Cc1cccc(Cl)c1)C(=O)c1ccccc1S2(=O)=O)N1CCN(c2ccccn2)CC1
→ -3.2, 0.865, 7.6, 1.8, 6.2, -5.8, -3.6, 0.938, 13.5
> CN(CC(=O)Nc1c(Cl)cccc1Cl)C(=O)CC1OC(=O)c2ccccc21 (stereo not given)
→ -1.9, 0.931, 1.8, 1.1, -11.6, -6.1, 3.5, 1.12, 6.9
> CCOC(=O)c1cnc2c(Cl)cccc2c1NCCCN1CCOCC1
→ -0.7, 1.01, -5.2, 1.8, 5.9, -10.4, -11.8, 0.941, -0.6
> CSc1cccc(NC(=S)N2CCC(c3ccccc3)C2)c1 (stereo not given)
→ 1.9, 1.09, -0.1, 3.4, -1.5, -3.0, -0.4, 1.01, -8.9
> O=C(c1c[nH]c2ccc(F)cc2c1=O)N1CCCCCC1
→ -2.3, 1.03, 0.0, -1.6, -10.3, -2.7, 0.2, 1.1, -3.4
> Cc1ccccc1NC(=O)NNC(=O)c1ccc2ccccc2c1O
→ 0.4, 1.25, -0.3, 2.5, -3.8, -6.0, -4.3, 1.04, -24.8

(next part)
Every second line gives: MIN6 prolif, hIAP activ, ATG4B inh, MPTP inh, mIAP inh, A3G deaminase, APOBEC3A inh, mIAP activ, hIAP inh
> COc1cccc(NC(=O)CN2C(=O)CSc3ccc(S(=O)(=O)N4CCOCC4)cc32)c1
→ 1.7, 1.02, -2.1, -1.6, -2.4, -9.1, -6.2, 1.02, -2.1
> CCOCCn1ccc2c(OCC(=O)Nc3ccc(OC)cc3OC)cccc2c1=O
→ -0.1, 1.08, -8.0, 0.0, 1.1, 0.2, 4.4, 0.989, -8.3
> CCc1nnc(NC(=O)CCc2ccc(C)o2)s1
→ 2.7, 1.03, 7.0, -1.9, -1.3, 2.2, 2.7, 1.01, -3.0
> COC(=O)c1ccccc1S(=O)(=O)N1CCC(C(=O)NCC2CCCO2)CC1 (stereo not given)
→ -0.6, 1.08, -6.7, -0.9, 2.1, 1.8, 0.7, 0.979, -7.8
> CCOC(=O)c1cc(CC)sc1N1C(=O)CC(Sc2ncccc2C(=O)O)C1=O (stereo not given)
→ -4.9, 1.06, 5.3, -0.1, -6.8, 13.0, 2.4, 1.07, -5.7
> O=C(O)C(Cc1ccccc1)N1C(=O)c2c(Cl)c(Cl)c(Cl)c(Cl)c2C1=O (stereo not given)
→ -3.6, 1.58, 11.4, 7.9, 10.1, -3.0, 0.8, 0.899, -57.7
> COc1ccc(NC(=O)CN2C(=O)NC3(CCCCCCC3)C2=O)cc1
→ -0.7, 1.01, -1.5, -0.1, -4.8, -7.8, -2.5, 1.05, -0.7
> C[C@H](CO)N1C[C@H](C)[C@@H](CN(C)S(C)(=O)=O)Oc2ccc(NC(=O)CCN3CCOCC3)cc2C1=O
→ -2.0, 1.1, x, 3.0, -11.9, -3.2, 0.3, 1.12, -9.8
> CCN1CCN(c2cc(=O)n(C3CCCCC3)c(=O)[nH]2)CC1
→ -4.1, 0.814, 1.9, -0.6, -2.5, -3.1, -3.1, 1.02, 18.5
> O=C1[C@@H]2Cc3c([nH]c4ccccc34)C(c3ccccc3)N2C(=O)CN1CCO (stereo not given in full)
→ -3.7, 0.942, -6.1, -0.4, -2.6, -7.5, -2.5, 1.03, 5.8
> COc1ccc(-c2ccc(=O)n(CC(=O)Nc3ccc(C(=O)NC4CC4)cc3)n2)cc1OC
→ -2.2, 1.01, -3.6, -0.9, 2.5, -5.8, -2.9, 0.975, -0.9
> c1ccc2c(c1)-c1cccc3c1c-2cc1ccccc13
→ 0.8, 0.93, x, x, 3.6, -10.3, -5.8, 0.964, 7.0
> O=C(c1ccccc1)N1CCN(c2ccccc2F)CC1
→ 2.4, 0.914, -16.4, 2.1, 3.4, -2.9, -0.2, 0.966, 8.6
> O=C(CNC(=O)c1cccs1)c1ccc([N+](=O)[O-])cc1
→ -0.6, 0.83, 3.4, 2.4, 14.2, -2.4, 0.4, 0.858, 17.0
> C/C(CC(=O)Nc1ccc(N(C)C)cc1)=N\NC(=O)c1ccccc1F
→ -1.9, 0.94, -1.6, -0.8, -8.6, -5.4, -6.7, 1.09, 6.0
> O=S(=O)(Cc1cc(Cl)nc(-c2ccncc2)n1)c1ccccc1
→ -5.0, 0.934, 6.5, -0.8, 6.0, -6.0, -0.7, 0.94, 6.6
> O=C(Cc1ccc(S(=O)(=O)N2CCOCC2)s1)Nc1ccc(S(=O)(=O)N2CCCCC2)cc1
→ -4.2, 1.03, -5.7, 0.9, 0.3, 16.2, 20.4, 0.997, -2.7
> CCOC(=O)C1(CCOC)CCN(C(=O)c2ccccc2-c2cccc(C)c2)CC1
→ 0.0, 0.916, -3.1, 2.9, -5.7, -3.2, -1.9, 1.06, 8.4
> O=C(COc1ccccc1)NCc1ccc(-n2cccc2)cc1
→ 0.9, 1.05, 8.7, 0.6, -3.5, -3.2, 1.8, 1.03, -5.0
> Cc1cc(Br)ccc1NS(=O)(=O)c1c(C)[nH]c(=O)[nH]c1=O
→ -2.0, 1.23, 5.7, 1.4, -5.0, -5.5, -2.2, 1.05, -23.2

3 entries already listed, sorted by their value in MPTP inh, descending:
mol	MPTP inh
CCOC(=O)c1cc(CC)sc1N1C(=O)CC(Sc2ncccc2C(=O)O)C1=O (stereo not given)	-0.1
COC(=O)c1ccccc1S(=O)(=O)N1CCC(C(=O)NCC2CCCO2)CC1 (stereo not given)	-0.9
CCc1nnc(NC(=O)CCc2ccc(C)o2)s1	-1.9

Other compounds.
Every second line gives: MIN6 prolif, hIAP activ, ATG4B inh, MPTP inh, mIAP inh, A3G deaminase, APOBEC3A inh, mIAP activ, hIAP inh
> Cn1c(Cn2cnc3ccccc32)nnc1SCC(=O)CC(=O)Nc1ccccc1
→ -0.6, 0.894, -5.8, 0.8, 4.8, -3.9, -2.6, 0.952, 10.6
> CC(Cc1ccccc1)(NC(=O)CN)c1ccccc1 (stereo not given)
→ -0.8, 0.968, x, x, 1.7, -4.0, -3.7, 0.983, 3.2
> Nc1c(C(=O)Nc2ccccc2)sc2nc3c(c(-c4ccco4)c12)CCC3
→ -2.4, 1.08, 0.6, -8.9, 24.4, 9.0, 9.3, 0.756, -7.7
> Cc1cccc(N2CCN(C(=O)C3CCN(S(=O)(=O)c4cccnc4)CC3)CC2)c1C
→ 5.0, 1.02, 4.1, -0.6, 2.2, -1.8, -0.3, 0.978, -2.4
> COc1ccc(NC(C)=O)cc1NC(=O)CSc1nc2ncccc2[nH]1
→ 2.2, 0.93, 3.3, -1.7, 1.2, -7.1, -4.5, 0.988, 7.0
> CN1C(=O)C(C)(C)c2cc(S(=O)(=O)NCc3ccc(Cl)cc3)ccc21
→ -2.9, 0.896, -3.7, -2.9, -23.1, -6.2, -3.6, 1.23, 10.4
> CCO[C@@H]1OC(C(=O)NC2CC2)=C[C@H](C)[C@H]1CCCO
→ -2.3, 0.927, -16.3, -0.5, 0.0, -5.5, -2.7, 1, 7.3
> Cc1csc(NC(=O)C2CCCN2C(=O)OCC(C)C)n1 (stereo not given)
→ -2.3, 1.03, -0.9, -7.6, -5.4, 2.7, -17.7, 1.05, -3.5

An excerpt from above, showing only A3G deaminase.
Molecule	A3G deaminase
Cn1c(Cn2cnc3ccccc32)nnc1SCC(=O)CC(=O)Nc1ccccc1	-3.9
CC(Cc1ccccc1)(NC(=O)CN)c1ccccc1 (stereo not given)	-4.0
Nc1c(C(=O)Nc2ccccc2)sc2nc3c(c(-c4ccco4)c12)CCC3	9.0
